Screening results as filed in PubChem.
RAD54 inh: blocks human RAD54 Holliday junction branch migration. FAM/BHQ fluorescence. 0.14% of 360,000 active. AID 602329. inhibition, % at 10.4 µM. Q92698;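 active = mean normalized replicate activity at least 40 and at least half of replicates scoring 40 or more; inconclusive = only one of the two criteria met; inactive = mean below 40 and under half of replicates reaching 40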;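 also: 0% = median of neutral control wells and 100% = median of positive control wells; inhibitors cause a drop in the FAM fluorescence signal; in these data hits start at about 50%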
Casp6 inh: caspase-6 (human) enzyme inhibition | P55212 | purified caspase-6, Z-VEID-R110 cleavage fluorescence | inhibition, % at 12.5 µM | 0.53% of 350,000 active | AID 686996;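 active = mean inhibition across replicates at least about 35%, with every replicate also reaching that limit, limit read from the data; inconclusive = only one of the two criteria met; inactive = neither criterion met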;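 also: 0% = median of neutral control wells and 100% = no fluorescence left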
Target sequence (P55212 24-179 limits assumed): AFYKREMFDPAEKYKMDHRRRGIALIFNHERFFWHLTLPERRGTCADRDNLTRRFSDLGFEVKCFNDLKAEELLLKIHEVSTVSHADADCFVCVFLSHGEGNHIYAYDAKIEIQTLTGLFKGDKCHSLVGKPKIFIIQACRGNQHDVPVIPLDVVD
Target sequence (P55212 194-293 limits assumed): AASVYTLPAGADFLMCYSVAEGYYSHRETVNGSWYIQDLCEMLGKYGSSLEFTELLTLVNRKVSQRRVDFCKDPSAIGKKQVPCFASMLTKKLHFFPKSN
DENV2 CPE rescue: protects cells from dengue virus 2 cytopathic effect. DENV2-infected cells, cytopathic effect rescue, plate reader. CPE inhibition, % at 9.99 µM. 1.7% of 350,000 active; in the data active = CPE inhibition above about 20%, passing the limit was not always enough; inconclusive = no clear call, values can overlap the other calls; tested in BHK-21 cells;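 also: 0% = median of neutral control wells and 100% = median of positive control wells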
XiGFP reactiv: activators of X-chromosome reactivation in mouse fibroblasts; XiGFP mouse fibroblasts, % GFP-positive cells imaging, 3 d; cells co-treated with 5-aza-dC sensitizer; scaled so ellipticine positive control = 100%; 0.055% of 360,000 active; activation, % at 7.58 µM;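 active = mean normalized replicate activation at least 10% and every replicate at or above 10%; inconclusive = only one of the two criteria met; inactive = mean below 10% and not all replicates reach 10%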;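 also: 0% = median of on-plate neutral control wells and 100% = ellipticine 6 µM median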
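assay system = SV40-immortalized XiGFP fibroblast cells, line 68-5-11 | buffer or medium = DMEM plus 5-aza-dC sensitizer | doses = single-point pinned compound dosing | times = 3-day compound exposure, then 15 min fixation at room temperature | benchmarks = positive control ellipticine, 6 µM final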
RAD52 inh: inhibitors of human RAD52 DNA annealing. inhibition, % at 18.7 µM. 0.46% of 360,000 active. P43351. recombinant RAD52 DNA annealing, FRET fluorescence;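 active = every replicate showing at least 50% inhibition; inconclusive = mean inhibition at least 50% but not in every replicate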
Target sequence (P43351 whole entry, looked up): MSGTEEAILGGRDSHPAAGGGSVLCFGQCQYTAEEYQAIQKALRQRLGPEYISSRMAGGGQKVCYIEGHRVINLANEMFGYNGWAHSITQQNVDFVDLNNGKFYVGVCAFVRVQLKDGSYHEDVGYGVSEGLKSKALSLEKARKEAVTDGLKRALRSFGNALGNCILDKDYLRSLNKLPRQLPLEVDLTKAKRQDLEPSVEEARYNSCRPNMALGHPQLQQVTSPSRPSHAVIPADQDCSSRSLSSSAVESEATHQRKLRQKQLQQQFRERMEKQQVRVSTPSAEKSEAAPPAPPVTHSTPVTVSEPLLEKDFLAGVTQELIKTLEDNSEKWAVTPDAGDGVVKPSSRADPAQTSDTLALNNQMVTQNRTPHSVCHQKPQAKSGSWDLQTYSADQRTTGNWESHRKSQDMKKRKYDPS
CFTR F508del cor: correctors of CFTR F508del function in bronchial epithelial cells; CFBE cells, YFP halide quenching; stimulated with forskolin plus potentiator P3; % fluorescence drop versus neutral controls; activity (quench increase), % at 7.58 µM; 0.36% of 350,000 active; AID 720511;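 active = mean added fluorescence quench of at least 8% versus neutral control, with both replicates also reaching 8%; inconclusive = only one of the mean or replicate conditions met; inactive = mean below 8% and not both replicates reaching 8%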;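 also: cells transiently co-express mutant CFTR-F508del with the halide-sensitive YFP; corrector assay measuring rescue of mutant channel to the surface after 24 h compound exposure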
INS-1E GSIS act: primary screen for activators of insulin secretion dependent on glucose, INS-1E cells, GLuc reporter luminescence | INS-1E GLuc reporter insulin secretion, 2-3 h | activation, % at 16.6 µM | 0.61% of 370,000 active;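 active = lowest replicate activation of at least 40%, so every replicate reaches that level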;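 also: 0% = median of neutral control wells and 100% = median of IBMX positive control wells; some compounds called inactive have numbers as strong as hits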
E-selectin induc: induces E-selectin expression in human endothelial cells | activation, % at 7.58 µM | P16581 | 0.37% of 260,000 active | AID 686992 | HUVEC E-selectin immunofluorescence imaging; normalized: neutral wells 0, TNF-alpha wells 100;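 active = mean E-selectin-positive cell signal at least 10% of the positive control, reached in at least 60% of replicates, without over 20% cell loss; inconclusive = no rule given, readout overlaps actives, possibly toxicity-flagged; inactive = the rest, including those meeting only one limit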;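 also: in these data hits start at about 27%; measured in HUVEC primary endothelial cells; signal is the percent of cells scored E-selectin positive by PE staining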
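material = human umbilical vein endothelial cells (HUVEC), E-selectin induction | quantity = 3,000 cells/well | medium = EGM-2 growth medium on 0.1% gelatin-coated wells | technique = immunofluorescence imaging | read-out basis = % PE-positive cells | control set = TNF-alpha positive control, DMSO neutral control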
The depositor's hits bear a star; ? = inconclusive; · = not tested or not shown.

Value order: RAD52 inh	Casp6 inh	RAD54 inh	CFTR F508del cor	DENV2 CPE rescue	INS-1E GSIS act	E-selectin induc	XiGFP reactiv
COc1cc(NC(=S)N2CCN(S(=O)(=O)c3ccc(C)cc3)CC2)cc(OC)c1
 : -7	-1	8	-1.4	7	-11	·	0.2
O=C(C[C@@H]1CC[C@@H](NS(=O)(=O)c2ccc(F)cc2)[C@@H](CO)O1)NCCN1CCCCC1
 : 13	0	1	0.2	3	-10	-1.1	0.3
O=C(NCC(c1ccco1)N1CCN(c2ccccc2)CC1)C(=O)NC1CCCC1 (stereo not given)
 : -2	-4	-8	4.4	3	0	·	-0.3
CCc1nn(CCCC(=O)NCc2cc(Br)ccc2OC)c(=O)c2cc3occc3n12
 : -13	2	0	-1.0	-1	8	·	0.2
CCCCN(C)C(=O)c1cc2c(Cl)nc3ccccc3c2s1
 : 0	0	-9	2.1	-1	-4	·	0.2
CC(C)CNC(=O)c1ccccc1N(Cc1ccccc1)S(C)(=O)=O
 : 1	-5	-6	0.8	?	5	·	0.1
CS(=O)(=O)N1CCN(Cc2ccc([N+](=O)[O-])cc2)CC1
 : -21	·	·	0.5	-3	0	1.5	0.4
FC(F)(F)c1cc(Oc2ccc(Cl)cc2)ncc1-c1nnc(-c2ccc(Cl)cc2)o1
 : -15	-1	-8	-1.0	0	·	0.2	0.0
COc1ccc(-c2cc(C(=O)N3CCN(C(=O)c4ccccc4F)CC3)[nH]n2)cc1
 : -7	1	-7	-0.1	12	0	·	0.3
O=S(=O)(c1ccccc1Br)N(CC(O)COCc1ccccc1)C1CC1 (stereo not given)
 : -9	4	-1	-3.6	7	-20	-0.1	-0.1
O=C(NCC(c1ccco1)N1CCCC1)c1ccc(S(=O)(=O)Nc2ccc(F)cc2)cc1 (stereo not given)
 : -61	-2	7	0.9	-7	6	·	0.0
CCOC(=O)C1=C(O)C(=O)N(Cc2ccccc2)CC1
 : -14	1	-4	-0.7	2	-1	·	0.1
Cc1cc(=O)[nH]c(NN)n1
 : -5	-5	-10	-0.5	5	6	0.0	0.3
CNC[C@@H]1Oc2ccc(NS(C)(=O)=O)cc2CC(=O)N([C@H](C)CO)C[C@@H]1C
 : 7	-3	13	2.3	-2	37	-0.8	0.1
COc1ccc(CN(C)C[C@@H]2Oc3ccc(NS(=O)(=O)c4cccs4)cc3CC(=O)N([C@@H](C)CO)C[C@@H]2C)cc1
 : 15	-1	·	0.5	-5	11	·	0.6
CCc1cc(C(=O)NC2CCCc3c2cnn3-c2cccc(C)c2C)n(C)n1 (stereo not given)
 : -4	3	·	-1.7	-3	-38	-0.4	0.0
C/C(CCc1ccccc1)=N\NC(=S)NCCc1ccccc1
 : 3	2	0	-1.5	4	-6	-0.2	0.2
COc1cccc(CNC(=O)C[C@H]2CC[C@@H](NS(=O)(=O)c3ccccc3OC)[C@H](CO)O2)c1
 : -15	3	4	2.9	-1	1	-0.4	0.3
CCCCN1C(=O)C(=O)N(CC(=O)c2ccc3c(c2)CCCC3)C1=O
 : -17	0	3	-4.1	3	·	6.2	0.6
COCC(=O)N1C[C@H]2[C@@H](c3ccccc31)[C@@H](CO)N2C(=O)c1ccccc1F
 : 1	-5	10	1.8	-12	7	0.1	0.0
COCC(=O)Nc1ccc2c(c1)[C@H]1C[C@H](CC(=O)NCc3ccc4c(c3)OCO4)O[C@@H](CO)[C@H]1O2
 : 3	0	-7	-0.1	9	19	1.2	0.3
CO[C@@H](CN(C)C(=O)c1ccccc1F)[C@H](C)CN([C@@H](C)CO)S(=O)(=O)c1ccccc1
 : -4	1	4	3.6	7	5	-0.2	0.0
O=C(O)c1cccnc1SCc1ccc([N+](=O)[O-])cc1
 : 1	2	-1	-1.4	8	25	0.8	0.0
CN(C(=O)COC(=O)CSc1cc(Cl)ccc1Cl)c1c(N)n(Cc2ccccc2)c(=O)[nH]c1=O
 : -21	16	2	-2.7	-3	-3	3.0	0.2
Cc1ccccc1S(=O)(=O)N[C@@H]1CC[C@@H](CCn2cc(-c3ccccc3)nn2)O[C@H]1CO
 : 14	1	-17	-0.7	-6	-8	0.0	-0.4
Cc1cc(C)n(C(=O)Cn2nc(C)c(Br)c2C)n1
 : -10	0	-2	-0.9	-2	1	0.1	0.1
Oc1cccc(C(O)CNCc2ccc(OCc3ccc(Cl)cc3Cl)cc2)c1 (stereo not given)
 : -5	·	·	-0.7	-2	31	-1.3	0.0
Cc1cncc(NCc2cccc(Cl)c2)n1
 : 12	0	-5	0.0	6	3	0.1	-0.2
Nc1nc(-c2ccccc2)cn1/N=C/c1ccccc1
 : -5	-2	7	-4.3	1	15	2.5	0.4
Cc1ccccc1CSc1ccc(-c2ccc3c(c2)OCO3)nn1
 : 4	-1	9	2.9	52*	·	·	0.0
C[C@@H]1CN([C@H](C)CO)C(=O)c2cc(NC(=O)Nc3cccc4ccccc34)ccc2O[C@H]1CN(C)C(=O)NC1CCCCC1
 : -6	0	-2	0.8	?	3	0.3	-0.3
C[C@@H]1CN([C@H](C)CO)C(=O)c2cccc(NC(=O)Nc3cccc4ccccc34)c2O[C@H]1CN(C)C(=O)NC1CCCCC1
 : 3	-2	-15	0.8	-2	8	0.2	-0.6
CC(C)C(=O)N1CCCC1(C)C(=O)NCc1ccccn1 (stereo not given)
 : -13	-1	-5	-2.7	-3	77	0.0	0.0
N/C(=N\OS(=O)(=O)c1cccc([N+](=O)[O-])c1)c1ccncc1
 : 1	-2	2	-1.6	13	4	·	-0.1
COc1cccc(C(=O)N2CCC[C@@H]2C(=O)N2CCC[C@H]2C(=O)NCc2ccccc2)c1
 : 5	-1	·	-0.9	-3	5	0.1	-0.1
COc1ccccc1NC(=O)C/C(C)=N/NC(=O)c1ccccn1
 : -24	-2	-3	0.9	5	0	0.1	0.3
C[C@@H]1CCCCO[C@H](CN(C)C(=O)c2ccncc2)[C@H](C)CN([C@H](C)CO)C(=O)c2cc(NS(=O)(=O)c3ccc(Cl)cc3)ccc2O1
 : 10	0	26	1.2	2	-23	-0.3	0.1
COc1ccccc1Cn1c(=S)[nH]c2cc(C(=O)NCc3cccnc3)ccc2c1=O
 : 2	3	2	2.2	-4	-6	-0.3	0.0
COCCNc1ncnc2c1ncn2[C@H]1CN(Cc2ccco2)C[C@@H](CO)O1
 : -15	2	5	1.4	-7	·	-0.2	0.0
O=C(N/N=C\C=C\c1ccc2c(c1)OCO2)c1cccnc1
 : -19	3	-1	·	-7	10	0.3	-0.1
C[C@@H]1CN([C@@H](C)CO)S(=O)(=O)c2ccc(/C=C/c3ccccc3)cc2O[C@H]1CN(C)Cc1cncnc1
 : 18	-2	-2	1.2	3	-9	-0.2	-1.0
COc1ccc(-c2cnc3c(c2)C(=O)N([C@H](C)CO)C[C@H](C)[C@H](CN(C)S(=O)(=O)c2cn(C)cn2)O3)cc1
 : 0	1	-2	-0.3	9	22	-0.3	-0.8
CO[C@H]1CN(C)C(=O)c2ccc(NS(=O)(=O)c3ccccc3)cc2OC[C@H](C)N(Cc2ccccn2)C[C@@H]1C
 : -2	-1	6	-3.7	36*	-12	-0.1	0.0
CCN(CC)CCN(Cc1cc2cc3c(cc2[nH]c1=O)OCO3)C(=S)NC
 : 2	2	6	1.2	-4	-5	0.0	0.0
CC(C)c1ccccc1NC(=O)COC(=O)c1cc([N+](=O)[O-])ccc1N1CCOCC1
 : -6	4	7	2.2	-1	-5	2.2	-0.1
CN(C(=O)c1cccc(NC(=O)Cc2ccc(NC(=O)C3CCCN(C(=O)c4ccccc4)C3)cc2)c1)C1CCC1 (stereo not given)
 : -11	1	0	1.6	-27	-3	0.1	0.1
O=C(C[C@@H]1CC[C@H]2[C@@H](COC[C@H](O)CN2C(=O)Nc2ccc(F)cc2)O1)NCCc1ccccc1
 : 9	2	3	0.5	?	-12	0.0	-0.1
N#Cc1ccccc1S(=O)(=O)N1CCN(S(=O)(=O)c2ccc(Br)c(C(=O)O)c2)CC1
 : -6	8	3	-2.8	2	-10	·	0.0
CO[C@@H]1CN(C)C(=O)c2cc(NC(=O)C3CCCCC3)ccc2OC[C@@H](C)NC[C@@H]1C
 : 1	-1	-11	-0.6	4	3	-0.1	0.0
COCC(=O)NC[C@@H]1[C@@H](c2ccccc2)[C@@H](CO)N1C(=O)c1ccccc1
 : -5	6	3	0.6	-10	2	0.3	0.6

Continuation.
Value order: RAD52 inh	Casp6 inh	RAD54 inh	CFTR F508del cor	DENV2 CPE rescue	INS-1E GSIS act	E-selectin induc	XiGFP reactiv
O=C(NC1CCCC1)C1C(c2ccc(C(F)(F)F)cc2)=Nc2ccccc2N1C(=O)c1ccccc1 (stereo not given)
 : -21	-2	·	-1.0	4	-1	136*	0.0
CN(C)S(=O)(=O)n1cc(/C=C(\NC(=O)c2ccccc2F)C(=O)N2CCOCC2)c2ccccc21
 : -7	-1	6	-0.4	-3	5	·	0.1
COc1ccc(S(=O)(=O)N2CCCCN3[C@H](C2)[C@H](c2ccc(-c4cccnc4)cc2)[C@@H]3CO)cc1
 : 2	2	13	0.1	-4	-4	0.8	0.2
O=C(C[C@H]1C=C[C@H](NC(=O)Nc2ccccc2F)[C@H](CO)O1)NCc1ccccc1
 : -4	0	·	3.8	0	6	3.2	0.2
O=C(c1ccc2nc(N3CCOCC3)sc2c1)N1CCC(Cc2ccccc2)CC1
 : -18	-1	6	2.5	8	·	0.2	-0.1
CCCCC(=Nc1ccccc1OC)C1=C(O)CC(c2ccccc2)CC1=O (stereo not given)
 : -6	0	·	·	-2	14	0.1	0.0
COc1cccc(C(=O)Nc2c(C)nn(-c3ccccc3)c2C)c1
 : 1	-1	·	-0.6	3	5	·	0.0
C[C@H](CO)N1C[C@H](C)[C@H](CN(C)C(=O)Nc2ccc3c(c2)OCO3)Oc2c(NS(=O)(=O)c3ccc(F)cc3)cccc2C1=O
 : 12	1	-4	1.2	-9	-7	3.1	0.1
O=C1c2ccccc2S(=O)(=O)c2cc(N3CCC4(CC3)OCCO4)ccc21
 : -387	2	·	2.1	10	9	·	0.0
Cn1c(C(=O)N2CCN(c3ncccn3)CC2)cc2c(=O)n(C)c3ccccc3c21
 : -22	5	5	-0.8	-6	6	·	0.2

The last 2 compounds of the section above lead into the next.
Value order: RAD52 inh	Casp6 inh	RAD54 inh	CFTR F508del cor	DENV2 CPE rescue	INS-1E GSIS act	E-selectin induc	XiGFP reactiv
O=C1c2ccccc2S(=O)(=O)c2cc(N3CCC4(CC3)OCCO4)ccc21
 : -387	2	·	2.1	10	9	·	0.0
Cn1c(C(=O)N2CCN(c3ncccn3)CC2)cc2c(=O)n(C)c3ccccc3c21
 : -22	5	5	-0.8	-6	6	·	0.2
Cc1ncc(C[n+]2ccc(C)c(C)c2)c(N)n1
 : -7	-10	-11	-0.5	-10	1	-0.1	-0.3
CC(C)CC(N=Cc1c(O)c2ccccc2oc1=O)C(=O)O (stereo not given)
 : -9	-5	·	-1.8	2	·	0.3	0.0
Oc1ccc(C=NNc2nc3ccccc3s2)c(O)c1
 : -10	-4	4	-1.8	4	10	0.1	0.4
CCOC(=O)C(C)Oc1cccc2c(=O)n(CC(=O)NCc3ccccc3)ccc12 (stereo not given)
 : -13	-1	-1	0.4	6	5	·	0.3
